Screening results deposited in PubChem BioAssay by National Center for Advancing Translational Sciences (NCATS).
Integrin act MD = integrin-mediated muscular dystrophy alleviation activation | alpha7betagal myoblasts, beta-gal FDG fluorescence, 48 h | Potency, µM (series often up to 38.3 µM), for inactives: top-dose activation, usual class: activators | actives 0.064% (n = 350,000) | AID 624291;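 note: potency is the fitted concentration of half-maximal effect; 100% = response of the positive control SU9516; nearly all actives have a fitted effect of over 60% in size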
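alpha7betagal+/- myoblasts (passage 13, 250/well) treated 48 h at 37C with compounds at 1:260 dilution of DMSO stock. Lysed, then beta-galactosidase activity read as FDG fluorescence (ex 480/em 540) after 30 min, with pre-read for autofluorescence.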
FBPA coupling cs = counter-screen for Giardia aldolase inhibitors: coupling enzyme system; actives 0.67% (n = 290,000); activity change, negative = inhibition, % at 58.2 µM, hits read low; coupling enzyme system counterscreen, AmpLite Red fluorescence; in the data active = activity change below about -30%; note: % is set by controls: 0 for no effect and ±100 for the full control effect
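Compounds tested against the coupling enzymes alone at 57.5 uM final; readout was AmpLite Red fluorescence (525/598 nm) after 20 min at RT.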
MLL CXXC-DNA inh = inhibitors of human MLL CXXC domain-DNA interaction; AID 2662; MLL-CXXC / FITC-HOXA9 DNA fluorescence polarization; Potency, µM (series often up to 115 µM), inactives show at the top dose activity change, negative = inhibition, hits mostly inhibitors; actives 0.037% (n = 290,000); active = well fitted inhibition curve with a large enough effect in the polarisation, with a control signal flat, not every such curve was filed as active; inconclusive = small, poorly fitted or top-dose-only effect, or effect the other way, or a change in a side signal; inactive = no such curve, though single readings can be large or run the other way; the % refers to the polarisation; note: potency is the fitted concentration of half-maximal effect
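Steps: dispense CXXC domain solution (7 uM) → pin compounds or unlabeled HOX-A9 DNA control → 5 min ambient → add FLSN-HOX-A9 solution (50 nM) → spin → 30 min ambient → fluorescence polarization. Tris pH 7.5/NaCl/DTT/BSA buffer.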
A-T KAP1 phos = potential ataxia-telangiectasia treatment; […] A-T fibroblasts, KAP-1 phosphorylation AlphaLISA; neocarzinostatin DNA damage 30 min before lysis; actives 0.19% (n = 320,000); AID 485349; Potency, µM (top dose mostly 57.5 µM), for the others: at the top dose activation, most hits filed as activators; note: potency is the fitted concentration of half-maximal effect; % of control where 0% means no effect; nearly all actives have a fitted effect of over 45% in size
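hTERT-immortalized A-T patient fibroblasts ([…]), 500 cells/well in OPTI-MEM, 1% FBS, got compounds for 60 min, then NCS for 30 min at 37C. Lysates were then assayed for phospho-KAP-1 by AlphaLISA (anti-pKAP1 donor, anti-KAP1 acceptor beads), 6 hr at 25C.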
KCNH2 WT inh = blocks the wildtype human KCNH2 potassium channel. Q12809. U2OS, BacMam KCNH2, thallium flux FluxOr; hits give low values. activity change, % at 1.84 µM. actives 0.37% (n = 340,000);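 active = maximum activity change below -70%; inconclusive = maximum activity change between -70% and -50%; inactive = maximum activity change above -50%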; note: % is set by controls: 0 for no effect and ±100 for the full control effect
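U2OS cells transduced with wild-type KCNH2 virus are loaded with FluxOr dye for 45 min, and thallium flux is measured in kinetic reads before and after stimulation buffer. Rate constants are normalized to DMSO controls.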
TRPV1 agonist = agonists of human vanilloid receptor 1 (TRPV1). Q8NER1. TRPV1-expressing cells, Fluo-8 calcium influx, agonist mode. activation, % at 8.33 µM. actives 0.19% (n = 320,000). AID 540275; in the data active = activation above about 80%; inconclusive = between about 30% and that limit; note: 0% is about no effect
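Fluo-8 calcium influx in TRPV1-expressing cells, kinetic read (ex 480/em 520 nm). Compound added and read 3 min for agonist activity, followed by capsaicin at EC20 final and 2 min further read for enhancement.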
MBNL1 CUG block = blocks human MBNL1 binding to CUG repeat RNA | AID 2675 | actives 0.036% (n = 280,000) | Potency, µM (top dose mostly 57.5 µM), without a hit: top-dose activity change, negative = inhibition, actives largely listed as inhibitors | TR-FRET MBNL1-His/biotin-(CUG)12 binding, 665/545 ratio | Q9NR56; active = well fitted inhibition curve with a large enough effect in the signal ratio, with a control signal flat, not every such curve was filed as active; inconclusive = small, poorly fitted or top-dose-only effect, or effect the other way, or a change in a side signal; inactive = no such curve, though single readings can be large or run the other way; the % refers to the signal ratio; note: potency is the fitted concentration of half-maximal effect; % is set by controls: 0 for no effect and ±100 for the full control effect
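Inhibition of protein-RNA binding appears as loss of TR-FRET between terbium anti-His antibody on MBNL1-His and streptavidin-XL665 on biotin-(CUG)12. Activity is normalized to buffer-only and uninhibited-complex controls.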
S-ASM inh = inhibitors of human secretory acid sphingomyelinase | Potency, µM (top dose mostly 57.5 µM), inactives show at the top dose activity change, negative = inhibition, hits mostly inhibitors | actives 0.006% (n = 340,000) | placental ASM, HMU-PC fluorogenic substrate, 60 min | AID 504937; note: potency is the fitted concentration of half-maximal effect
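Fluorescence read-out (Ex 386 nm, Em 447 nm) after stopping the reaction at pH 10. Enzyme: ASM from human placenta; substrate HMU-PC0, 9 uM final; 60 min, 37 °C. Compound preincubation 10 min, ambient temperature.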
GALK inh = inhibitors of human galactokinase; P51570; actives 0.007% (n = 270,000); Purified GALK, Kinase-Glo residual ATP luminescence; Potency, µM (doses to about 57.5 µM), without a hit: at the highest dose activity change, negative = inhibition, most hits filed as inhibitors; note: potency is the fitted concentration of half-maximal effect; % is set by controls: 0 for no effect and ±100 for the full control effect
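5 nM enzyme, 35 uM ATP, 100 uM galactose, 20 mM HEPES pH8.0, 5 mM MgCl2; 1 h RT; residual ATP by Kinase-Glo Plus luminescence, qHTS format.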
KCNH2 3.1 block = inhibitors of human KCNH2 3.1 potassium channel isoform; U2OS KCNH2 3.1, thallium flux FluxOr; hits give low values; activity change, % (tested at about 1.8 µM); actives 0.95% (n = 340,000);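 active = maximum activity change below -70%; inconclusive = maximum activity change from -70% to -50%; inactive = maximum activity change above -50%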;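 note: thallium influx rate constant from kinetic fluorescence after stimulation buffer; % is set by controls: 0 for no effect and ±100 for the full control effect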
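Thallium flux read-out: FluxOr dye with Red40 quencher in HBSS/HEPES, 45 min at RT. Rate constants from kinetic reads were normalized to positive and negative DMSO controls. Cells: U2OS virally expressing the 3.1 isoform.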
* hit, by the source's call; ? = inconclusive; / = not tested or not shown; [ ] = another dose, or the depositor's remark. Unless noted, calls come from the whole dose curve; as a rule, active = well fitted curve in the direction sought with a large enough effect; inconclusive = small, poorly fitted or top-dose-only effect, or another doubt; inactive = no such curve, though single readings can be large; an effect the other way counts as inactive or inconclusive.

SMILES	Integrin act MD	FBPA coupling cs	MLL CXXC-DNA inh	A-T KAP1 phos	KCNH2 WT inh	TRPV1 agonist	MBNL1 CUG block	S-ASM inh	GALK inh	KCNH2 3.1 block
O=C(CN1C(=O)CC(c2ccco2)Sc2ccccc21)NC1CCCCC1 (stereo not given)	-1.6%	1.3	13.6%	-3.9%	2.6	27.1	-4.4%	-1.9%	8.9%	-3.8
CCOC(=O)c1ccc(CS(=O)c2ccc(Cl)cc2)o1 (stereo not given)	-12.8%[7.66 µM]	4.6	0.5%	-0.6%	-6.0	-1.2	-27.8%	-1.1%	-4.0%	1.2
Clc1ccc(/C=N/Nc2nn[nH]n2)cc1	15.5%	-1.6	-1.5%	-5.2%	2.5	1.6	15.4%	2.2%	-5.5%	-6.0
Cc1ccc(C23CC4CC(CC(NC(=O)NN)(C4)C2)C3)cc1	-6.3%	2.6	-7.4%	16.2%	-4.4	-2.1	-3.6%	-1.0%	-1.8%	1.4
O=C(Nc1cccc(-c2nnc(-c3ccccc3)o2)c1)C1CC1	13.4%	3.7	16.6%	4.2%	-2.8	-4.8	-12.2%	-3.2%	0.2%	-6.0
CC(=O)Nc1ccc2c(c1)CCCN2C(=O)c1ccccc1	7.4%	-0.9	6.8%	4.9%	1.1	0.3	-6.4%	-1.1%	0.6%	7.0
CCc1ccc(NC(=O)CNC(=O)c2nn(-c3ccc(OC)cc3)c(=O)c3ccccc23)cc1	-11.2%	0.0	15.6%	0.0%	3.7	0.9	3.1%	238.0%	2.3%	-0.4
CCOc1ncccc1C(=O)N1CCN(C(c2ccccc2)c2ccccc2)CC1	23.3%	5.6	7.7%	30.8%	4.4	?	0.6%	0.5%	-3.3%	5.9
Cc1ccccc1CS(=O)(=O)c1nnc([C@H](CC(C)C)NC(=O)OC(C)(C)C)o1	-64.6%[inhibitor]	-0.5	1.6%	-2.2%	-24.3	15.9	-9.5%	-0.7%	0.8%	-3.4
CC(=O)Nc1ccc(OC(=O)c2ccc(Br)c([N+](=O)[O-])c2)cc1	3.8%	4.1	5.3%	-9.5%	-0.9	2.3	?	-5.5%	5.9%	5.8
Cc1nn(CC(=O)NCCCN2CC(C)CC(C)C2)c(=O)c2cccn12 (stereo not given)	-0.5%	/	14.8%	-0.2%	-10.6	-0.6	0.7%	9.7%	-6.1%	-1.6
O=C(c1cc2cc(Cl)ccc2[nH]1)N1CCN(Cc2ccc3c(c2)OCO3)CC1	-23.1%	-1.1	25.5%	2.7%	11.6	4.7	24.1%	-2.2%	0.3%	-37.7
S=C(c1ccc(-c2cc(Cl)ccc2Cl)o1)N1CCCCC1	-15.5%	0.2	2.3%	11.4%	-0.3	-11.7	/	-10.2%	0.9%	-2.4
COCc1nnc(SCC(=O)NCc2ccccc2)n1-c1ccccc1	-6.8%	1.2	-2.1%	8.5%	-7.5	0.9	-9.4%	-2.0%	-1.4%	-5.8
COc1cc(/C=N\Nc2nc(-c3ccc(C)cc3)c(NC(C)=O)s2)ccc1O	-32.4%	-3.5	-9.2%	-14.0%	-1.6	-3.8	3.9%	9.7%	2.7%	12.5
COc1ccc(OCCCC(=O)ON=C(N)c2ccccc2Cl)cc1	20.5%	/	/	10.9%	-12.6	8.3	/	-1.2%	/	-12.0
Cc1ccc(SCC(=O)OC(C)C(=O)Nc2ccc(S(N)(=O)=O)cc2)cc1C (stereo not given)	15.0%	/	/	6.8%	-7.9	?	/	1.9%	/	-6.4
Cc1ccc(S(=O)(=O)N2CCN(C(=O)CCNC(=O)c3ccccc3Cl)CC2)cc1	1.7%	/	/	0.7%	6.5	1.0	/	1.5%	/	6.4
O=[N+]([O-])c1ccccc1/C=N/Nc1nccnc1Cl	3.3%[7.66 µM]	-2.7	9.8%	0.7%	15.9	-1.4	?	-5.1%	0.4%	26.5
CC(C)c1ccccc1OCC(=O)NN1C(=O)c2ccccc2C1=O	17.5%	1.8	?	-2.2%	-3.0	2.0	6.0%	-8.5%	2.4%	-10.2
O=C(Cn1cc(S(=O)(=O)Cc2ccc([N+](=O)[O-])cc2)c2ccccc21)N1CCOCC1	7.9%	/	10.4%	-1.6%	-6.7	0.5	19.2%	-0.1%	5.2%	/
Cc1ccc(C(=O)Nc2nc(-c3ccccc3)c(-c3ccccc3)o2)cc1	-38.2%	-2.7	-9.9%	1.3%	1.6	?	3.4%	-9.3%	-2.2%	0.9
CC1(C2CC2)NC(=O)N(CC(=O)Nc2ccccc2C#N)C1=O (stereo not given)	18.2%	/	/	13.8%	-0.8	-0.8	/	-2.8%	/	0.9
Cc1ccc2[nH]c(=O)c(CN(CC3COCCO3)C(=O)Nc3ccccc3F)cc2c1 (stereo not given)	-16.2%	1.5	3.1%	-3.6%	0.8	1.5	-8.4%	6.9%	3.2%	3.5
COc1ccccc1/C=N/NC(=O)CNC(=O)c1ccc(S(=O)(=O)N(C)C)cc1	-17.5%	2.0	0.5%	1.9%	-2.8	3.5	5.5%	-0.8%	7.0%	6.8

3 compounds already listed, ordered by their value in S-ASM inh, lowest first.
SMILES | S-ASM inh
CC(=O)Nc1ccc(OC(=O)c2ccc(Br)c([N+](=O)[O-])c2)cc1 | -5.5%
O=C(Nc1cccc(-c2nnc(-c3ccccc3)o2)c1)C1CC1 | -3.2%
CC(=O)Nc1ccc2c(c1)CCCN2C(=O)c1ccccc1 | -1.1%

(cont.)
SMILES	Integrin act MD	FBPA coupling cs	MLL CXXC-DNA inh	A-T KAP1 phos	KCNH2 WT inh	TRPV1 agonist	MBNL1 CUG block	S-ASM inh	GALK inh	KCNH2 3.1 block
COc1ccc(C(=O)NC(C)CCc2ccccc2)cc1[N+](=O)[O-] (stereo not given)	-5.9%	0.8	6.3%	5.7%	-5.6	4.7	10.4%	-0.9%	-2.2%	3.5
CSC1=NC2C(N1)N(C)C(=O)N2C (stereo not given)	-10.5%	5.1	12.2%	/	-4.7	0.3	6.8%	-0.2%	0.5%	-10.3
CC1(C2CC2)NC(=O)N(CC(=O)N2CCN(c3ccccc3)CC2)C1=O (stereo not given)	39.8%	/	/	-1.1%	-0.4	1.5	/	-1.1%	/	-12.1
COc1cc(CN2CCC(n3nccc3NC(=O)CCCc3ccccc3)CC2)ccc1O	-47.3%[inhibitor]	-0.9	0.8%	-8.5%	45.7	1.5	0.1%	2.7%	0.1%	-32.8
CN=c1scc(-c2ccc(Br)cc2)n1C	0.4%	-0.6	4.6%	-3.6%	-4.0	-0.6	-2.5%	-1.4%	-3.6%	-12.3
CCOc1ccc(CN(C)C(=O)CCN2C(=O)c3ccccc3C2=O)cc1OC	-4.3%	-1.0	-2.4%	4.6%	5.3	-2.2	13.0%	0.0%	-0.6%	-4.1
CC(C)(O)C#Cc1ccc(C(=O)N2CCN(c3ccccc3)CC2)cc1	-19.8%	0.5	-2.1%	0.7%	/	4.6	15.5%[11.5 µM]	-3.0%	/	-3.3
COc1cc(Cl)c(S(=O)(=O)NCCN2CCOCC2)cc1Cl	1.2%	-0.9	-6.8%	-2.0%	-0.3	-4.7	-3.7%	4.2%	-0.2%	6.2
CCOC(=O)c1c(-c2ccc(Cl)cc2)csc1NC(=O)CNCc1ccco1	-4.5%	-6.3	8.5%	9.9%	2.8	4.5	0.0%	-17.0%	-0.9%	-11.1
CCOc1cccc(CNCCNC(=O)c2nonc2N)c1	-8.1%	0.2	15.2%	-4.8%	-2.3	3.8	-4.8%	5.5%	0.0%	?
Cc1cccc(-n2ncc(C#N)c2-n2cccc2)c1	3.8%	-4.1	-6.7%	5.5%	27.2	4.3	6.0%	1.3%	-0.1%	-12.7
COC(=O)[C@]1(C)N[C@H](c2ccc(SC3CCCCC3)cc2)[C@@H]2C(=O)N(C)C(=O)[C@@H]21	0.4%	/	/	?	-23.6	16.8	/	-6.3%	/	6.3
CS(=O)(=O)N1CCC(C(=O)NCc2ccc(Cl)cc2Cl)CC1	-18.7%	0.6	3.0%	2.2%	-4.9	19.8	-1.1%	1.2%	-2.1%	0.3
O=C(c1cccnc1)N1CCN(C(=O)c2cccc(Cl)c2)CC1	-21.5%	7.3	5.1%	2.4%	4.0	1.6	-0.9%	0.5%	3.6%	6.7
COc1ccc(C2=NN(C(=O)CCCC(=O)O)C(c3cccs3)C2)cc1OC (stereo not given)	-19.2%	7.1	13.6%	0.6%	9.3	-0.7	?	-5.1%	-0.4%	11.2
